Screens as filed in PubChem.
EPAC1 antagonist: qHTS for Antagonist of cAMP-regulated guanine nucleotide exchange factor 3 (EPAC1): primary screen; Rap guanine nucleotide exchange factor 3 (Homo sapiens), O95398; Potency, µM (top dose mostly 115 µM), for inactives: at the highest dose activity change, negative = inhibition, actives largely listed as inhibitors; hit rate 0.14% among 360,000; EPAC1 GEF assay, Rap1b-BODIPY-GDP exchange fluorescence;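 also: plate controls were vehicle for no effect and positive control for full effect; nearly all actives have a fitted effect of over 50% in size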
PTHR1 agonist: qHTS for PTHR1 Agonists: Primary Screen; Parathyroid hormone/parathyroid hormone-related peptide receptor (Homo sapiens), Q03431; HEK293 GP2 PTHR1 cells, GloSensor cAMP luminescence, 1 h; Potency, µM (doses to about 115 µM), for the others: at the highest dose activation, usual class: activators; hit rate 0.075% among 410,000; also: nearly all actives have a fitted effect of over 55% in size; some results filed as inactive show a strong effect at the top dose; inactives centre near -15; many of its hits are not listed in these tables
Target sequence (Q03431 whole entry, looked up): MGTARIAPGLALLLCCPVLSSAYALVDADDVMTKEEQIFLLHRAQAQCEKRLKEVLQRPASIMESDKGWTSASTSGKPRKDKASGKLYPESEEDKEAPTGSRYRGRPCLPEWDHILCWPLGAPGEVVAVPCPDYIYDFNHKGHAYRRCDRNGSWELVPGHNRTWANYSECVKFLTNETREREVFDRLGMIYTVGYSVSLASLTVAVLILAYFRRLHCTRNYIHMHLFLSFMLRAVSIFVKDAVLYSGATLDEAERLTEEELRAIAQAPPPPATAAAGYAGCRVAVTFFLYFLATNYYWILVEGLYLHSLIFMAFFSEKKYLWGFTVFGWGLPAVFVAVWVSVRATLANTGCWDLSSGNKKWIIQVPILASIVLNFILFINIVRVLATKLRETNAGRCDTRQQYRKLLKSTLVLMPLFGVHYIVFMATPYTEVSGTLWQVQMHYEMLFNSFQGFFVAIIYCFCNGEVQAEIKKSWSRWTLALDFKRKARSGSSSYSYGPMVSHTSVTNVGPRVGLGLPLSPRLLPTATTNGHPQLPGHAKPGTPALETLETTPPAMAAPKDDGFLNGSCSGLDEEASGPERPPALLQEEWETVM
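HEK-293-derived GP2 cells expressing PTHR1 and a GloSensor cAMP reporter, 3,000/well, plated overnight, given luciferin plus IBMX (each 0.5 mM as added) for 1 h at 37 °C, then compound for 1 h at 37 °C. Luminescence was read after 15 min at room temperature.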
TDP43 rescue: qHTS of TDP-43 Inhibitors; hit rate 1.8% among 410,000; TDP-43 expressing yeast growth rescue, BacTiter-Glo, 24 h; AID 652104, 2013; Potency, µM (series often up to 46.1 µM), for the others: at the top dose growth rescue (activation), usual class: activators; also: % of control where 0% means no effect; nearly all actives have a fitted effect of over 50% in size
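Luminescence from BacTiter-Glo reports growth of TDP-43-expressing yeast after 24 hr at 30 deg C with compound. Cells were raffinose-pregrown to mid-log, then seeded in galactose medium at OD600=0.02.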
EPAC1 ag: qHTS for Agonist of cAMP-regulated guanine nucleotide exchange factor 3 (EPAC1): primary screen. Rap guanine nucleotide exchange factor 3 (Homo sapiens), O95398. EPAC1 agonist qHTS, biochemical assay; response scale: 100% = response to 6.5 mM cAMP. Potency, µM (titrated, usually from 154 µM), inactives show top-dose activation, actives largely listed as activators. hit rate 0.073% among 360,000; also: nearly all actives have a fitted effect of over 60% in size
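EPAC1 100 nM, Rap1B–BODIPY-GDP 250 nM, unlabeled GDP 50 uM; compound titration; 5 min RT; kinetic read ex480/em540 at 5-min intervals ×30 min; data normalized to 6.5 mM cAMP agonist control.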
FUS yeast rescue: qHTS for Suppressors of FUS Proteinopathy: Primary screen using FUS-linked yeast assay. Potency, µM (titrated, usually from 76.6 µM), inactives show at the highest dose growth rescue (activation), hits mostly activators. S. cerevisiae FUS-expressing, growth rescue, OD600, 24 h. hit rate 0.24% among 390,000. AID 1347120, 2019;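 also: plate controls were DMSO vehicle for no effect and reference control for full effect; nearly all actives have a fitted effect of over 55% in size; some results filed as inactive show a strong effect at the top dose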
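Read-out: OD at 600 nm after 24hr at 30C, reporting rescue of FUS-induced yeast toxicity. Cells at OD 0.005 in galactose (2%) minimal medium; compounds tested in a dilution series; CP55940 titration from 92uM final as control.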
EPAC2 ag: qHTS for Agonist of cAMP-regulated guanine nucleotide exchange factor 4 (EPAC2): primary screen | Rap guanine nucleotide exchange factor 4 (Homo sapiens), Q8WZA2 | EPAC2 activation, biochemical qHTS; response scale: 100% = 6.5 mM cAMP response | Potency, µM (doses to about 154 µM), for the others: top-dose activation, actives largely listed as activators | hit rate 0.079% among 360,000 | AID 720711, 2013; also: nearly all actives have a fitted effect of over 50% in size
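Each well held 100 nM EPAC2, 250 nM RAP1B-BODIPY-GDP and 50 uM GDP. Fluorescence, read at 5-min intervals to 30 min, was referenced to a 6.5 mM cAMP positive control.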
EPAC2 antag: qHTS for Antagonist of cAMP-regulated guanine nucleotide exchange factor 2 (EPAC2): primary screen. Potency, µM (top dose mostly 114 µM), inactives show top-dose activity, negative = inhibition, hits mostly inhibitors. EPAC2 GEF exchange of Rap1B-BODIPY-GDP, fluorescence. hit rate 0.18% among 360,000. Rap guanine nucleotide exchange factor 4 (Homo sapiens), Q8WZA2. AID 720708, 2013; also: % is scaled to controls: 0 for no effect and ±100 for the full control effect; nearly all actives have a fitted effect of over 45% in size; many of its hits are not listed in these tables
aSyn yeast inh: qHTS of alpha-syn Inhibitors; Potency, µM (highest dose often 46.1 µM), for inactives: at the highest dose growth rescue (activation), most hits filed as activators; Yeast expressing alpha-synuclein, growth rescue, BacTiter-Glo, 24 h; AID 652106, 2013; hit rate 0.14% among 370,000; also: % of control where 0% means no effect; nearly all actives have a fitted effect of over 65% in size
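Galactose-induced alpha-syn yeast (OD600=0.02, raffinose-pregrown) + pinned cpd, 24 hr, 30 deg C; growth by BacTiter-Glo luminescence. Growth restoration scores as activation.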
Starred values were filed as active, the others as inactive; i = inactive; ? = inconclusive; . = not tested or not shown; & = joins results of further samples; [ ] = another dose, or the depositor's remark. Calls follow the shape of the dose curve; as a rule, active = well fitted curve in the direction sought with a large enough effect; inconclusive = small, poorly fitted or top-dose-only effect, or another doubt; inactive = no such curve, though single readings can be large; an effect the other way counts as inactive or inconclusive. Potency is read from the fitted curve at half-maximal effect.

item | smiles | EPAC1 antagonist | PTHR1 agonist | TDP43 rescue | EPAC1 ag | FUS yeast rescue | EPAC2 ag | EPAC2 antag | aSyn yeast inh
1 | OCCNc1nc2ccccc2[nH]1 | -5.9% | i | -11.2% | 8.8% | 26.1% | 4.6% | -1.6% | 3.7%
2 | Cc1ccc(S(=O)(=O)N2CCC(C(=O)Nc3nnc(C)s3)CC2)cc1 | 11.3% | i | -24.0% | 9.0% | 5.0% | 17.3% | -4.2% | -4.8%
3 | O=C(c1ccccc1)N(CCCn1ccnc1)C(c1ccccc1)c1nc2ccccc2[nH]1 (centres undefined) | 3.3% | -18.2% | 16.9% | 7.9% | -7.4% | 3.3% | 0.7% | 0.9%
4 | C[C@H](CO)N1C[C@H](C)[C@@H](CN(C)CC2CCCCC2)Oc2c(NS(=O)(=O)c3cccs3)cccc2C1=O | -1.7% | -19.0% | 23.6% | 2.4% | 12.0% | -13.1% | 15.5% | -13.6%
5 | Cc1ccc(C)c(S(=O)(=O)N2CCN(C(=O)[C@H](Cc3ccccc3)NC(=O)c3ccco3)CC2)c1 | 9.9% | i | -16.1% | 11.3% | 14.0% | 8.0% | 4.4% | 4.2%
6 | CC(C)(C)c1ccc(NC(=O)C2CCCN(c3cnccn3)C2)cc1 (centres undefined) | -0.8% | -12.0%&-23.2% | 24.0%&0.0% | -12.5% | 30.0%&33.0% | -12.8% | -29.8% | 0.5%
7 | Cc1ccc(CC(=O)N2CCN(S(=O)(=O)c3ccccc3)CC2)cc1C | -3.4% | i | 5.2% | -7.0% | ? | 1.6% | -24.5% | -6.1%
8 | CS(=O)(=O)N(CC(O)Cn1c2ccccc2c2ccccc21)c1cccc2ccccc12 (centres undefined) | 0.5% | i | -13.6% | 9.5% | 41.6% | 8.9% | -5.3% | 22.7%
9 | COc1cc(OC)cc(C(=O)N[C@H](C(=O)NCCc2c[nH]c3ccccc23)C(C)C)c1 | -5.3% | -8.8% | -10.3% | -9.9% | 32.3% | -0.4% | 2.2% | -3.2%
10 | CCOC(=O)c1c(C)[nH]c(C(=O)COC(=O)Cn2cc(C(F)(F)F)ccc2=O)c1C | 0.1% | i | 3.0% | -1.8% | 9.3% | -1.6% | -7.6% | 3.2%
11 | COc1c(C)cc(C(O)c2ncc(-c3ccccc3)[nH]2)cc1C (centres undefined) | -13.1% | -1.6% | 19.8% | -0.2% | -14.0% | -5.2% | 14.4% | 0.1%
12 | CCOC(=O)Cc1csc(SCn2nnc3ccccc3c2=O)n1 | 0.0% | i | ? | -2.4% | 8.6% | 4.6% | 14.7% | 10.0%
13 | CN(C)C(=O)COC(=O)c1ccccc1Sc1ccccc1C#N | -0.6% | i | -10.9% | 1.2% | 5.8% | -2.8% | 3.1% | -1.0%
14 | Cc1cccc(C(C)C)c1NS(=O)(=O)c1cn(C)nc1C | -6.2% | i | 4.7% | 4.7% | -5.8% | 2.7% | -14.7% | 5.0%
15 | O=C(CCCN1C(=O)C2CC=CCC2C1=O)Nc1ccccc1F (centres undefined) | 4.3% | i | -13.1% | 8.0% | 6.4% | 3.7% | 12.2% | -0.3%
16 | COc1ccccc1/C=c1\sc2nc(-c3ccco3)nn2c1=O | -12.5% | -2.3% | 0.0% | -2.4% | . | -1.5% | 23.0% | 3.6%
17 | Cc1ccc(NC(=O)CNC(=O)c2ccc(Br)o2)nc1 | -2.8% | i | 17.1% | 7.9% | . | -4.5% | 1.8% | -4.7%
18 | Cc1ccc(S(=O)(=O)Cc2ccccc2Cl)cc1 | -8.8% | i | 0.0% | -3.6% | -0.9% | 8.7% | 5.0% | 0.2%
19 | CN(CC(=O)Nc1ccc(Cl)c(C(F)(F)F)c1)C(=O)c1cn2ccccc2n1 | -1.4% | -38.7%[inhibitor] | 14.2% | ? | 17.0% | 2.2% | 0.0% | -5.8%
20 | Cc1cc([N+](=O)[O-])ccc1NS(=O)(=O)c1ccccc1 | -1.5% | -26.4% | 25.4% | 4.1% | -4.7% | 4.8% | -3.7% | 1.2%
21 | COc1cccc(/C=N/NC(=O)C(=O)NCc2ccco2)c1O | -13.3% | -35.8%[inhibitor][57.5 µM] | -7.7% | -3.0% | 18.5% | 4.0% | 3.4% | ?
22 | Cc1ccc(S(=O)(=O)N2CCN(C(=O)Cn3c(=O)oc4ccccc43)CC2)cc1 | -0.7% | -19.9% | -3.2% | 2.5% | 14.1% | 10.8% | 0.4% | -2.3%
23 | Cc1cc(C)c(S(=O)(=O)NC2CC(C)(C)NC(C)(C)C2)cc1C | -10.9% | i | . | 4.9% | -0.8% | 0.3% | 3.2% | 4.8%
24 | CCc1nnc(NC(=O)CSc2nc(-c3ccccc3)nc3ccccc23)s1 | -10.1% | -30.3%[inhibitor] | -0.4% | -12.7% | -12.9% | 1.2% | 10.7% | -4.9%
25 | COc1cccc(/C=c2\sc3nc(-c4cccs4)nn3c2=O)c1OC | 12.6% | i | 17.9% | 2.9% | . | 0.7% | -1.1% | 1.3%
26 | COc1ccccc1C(CNC(=O)C1COc2ccccc2O1)N1CCCC1 (centres undefined) | -13.3% | i | 1.0% | -10.6% | -17.9% | -10.9% | 0.7% | 1.1%
27 | COC(=O)c1ccccc1S(=O)(=O)N1CCC(C(=O)OCC(=O)NC2CCCCC2C)CC1 (centres undefined) | 11.0% | -3.5% | 5.7% | 5.0% | 11.9% | 10.1% | -0.1% | 1.7%
28 | Cc1cc(C)c(S(=O)(=O)/N=C2/C=C(SCC(=O)O)C(=O)c3ccccc32)cc1C | ? | -6.2% | -11.5%[9.22 µM] | 19.6% | 22.8% | 9.3% | -15.3% | -1.0%
29 | Cc1cccc(NC(=S)N(CCCN2CCOCC2)Cc2cn(C)c3ccccc23)c1 | 18.8% | i | 11.3% | 12.1% | -8.2% | 14.2% | -13.2% | 0.5%
30 | COc1ccc(S(=O)(=O)Nc2ccccc2Cl)cc1NC(C)=O | -3.2% | i | -23.8% | -1.4% | 13.6% | 28.6% | 21.1% | -5.7%
31 | CC(C)c1ccc(NC(=O)CSc2nc(=O)[nH]c3c2CCCC3)cc1 | 0.5% | -74.6%[inhibitor] | -5.2% | 0.5% | ? | 1.4% | -18.8% | -1.7%
32 | CS(=O)(=O)c1[nH]nc(-c2ccccc2Cl)c1C#N | 19.6% | i | -4.4% | 0.4% | 11.0% | -3.4% | 3.9% | -0.9%
33 | O=C1CCCc2c1cc(C(=O)NCCCN1CCOCC1)c(=O)n2-c1ccc(Cl)cc1 | 1.6% | 22.3% | -11.7% | 0.4% | -1.2% | 11.6% | 15.6% | ?
34 | CC(=O)c1ccc(-c2ccc([C@H]3[C@@H]4C=CCC[C@@]4(C)C(=O)N3Cc3ccccc3)c(F)c2)cc1 | -10.7% | -20.9% | -6.4% | -2.5% | ? | 10.0% | -2.1% | 8.6%
35 | CC(C)Sc1nc2ccccc2n1CC(N)=O | 4.6% | i | -1.1% | -3.0% | -1.2% | 4.1% | 3.1% | -3.7%
36 | CC(C)C[C@@H](C)C(=O)N(Cc1ccccc1)c1ccccc1 | -16.0% | -69.5%[inhibitor] | 1.9% | -4.3% | -21.8% | 0.9% | -29.6% | 2.5%
37 | Cc1cn2c(N)c(C=C3C=C(Cl)C(=O)C(Cl)=C3)c(=O)nc2s1 | -23.1% | -42.0% | 11.9%[9.22 µM] | 12.9% | 15.9% | 4.3% | -21.7% | -0.2%
38 | COc1ccc(CNC(=O)CN2C(=O)NC(Cc3ccccc3)(c3ccccc3)C2=O)cc1OC (centres undefined) | 11.8% | -21.9% | 13.1% | -5.7% | 15.7% | -3.6% | -12.9% | 3.9%
39 | C/C(CC(=O)Nc1ccc2c(c1)OCCO2)=N\NC(=O)COc1cccc(C)c1 | 11.1% | -14.8% | 4.2% | 2.3% | 22.8% | 13.0% | -11.9% | 4.9%
40 | CC(C)(C)n1nnnc1C(c1ccc(F)cc1)N1CCC(C(N)=O)CC1 (centres undefined) | -19.4% | i | -3.4% | 0.5% | -4.6% | 10.6% | 1.7% | -3.5%
41 | Cc1cccc(C(=O)c2c(N)sc3c2CCCC3)c1 | 1.3% | -1.6% | 8.3% | 11.3% | . | 12.0% | ? | 1.4%
42 | COc1ccc(-n2c(=S)[nH]c3[nH]ncc3c2=O)cc1 | 13.1% | i | 10.7% | -3.1% | -10.3% | -1.9% | 4.1% | -5.8%
43 | O=C(O)c1cc2n(n1)C(C(F)(F)F)CC(C1CC1)N2 (centres undefined) | 1.0% | -0.2% | 8.7% | -12.8% | 4.7% | -0.3% | 18.5% | 10.5%
44 | N/C(Cn1cncn1)=N\NC(=O)C(=O)Nc1cccc(C(F)(F)F)c1 | -8.5% | i | -11.2% | 6.6% | -1.5% | 5.8% | -1.4% | 2.0%
45 | CCCN(C(=O)COC(=O)CNS(=O)(=O)c1ccc(NC(C)=O)cc1)C1CCS(=O)(=O)C1 (centres undefined) | 8.5% | -11.0% | -2.8% | -4.1% | 8.7% | 14.8% | 9.0% | 1.1%[1.84 µM]
46 | O=C(OCc1cn([C@@H]2C[C@H](c3ccccc3)N(C(=O)C3CCCCC3)C[C@H]2O)nn1)c1ccccc1 | -23.9% | -8.8% | 16.8% | 4.1% | ? | 21.1% | -5.9% | 1.0%

Structures listed so far containing a thiophene ring, fused or not:
item | smiles | EPAC1 antagonist | PTHR1 agonist | TDP43 rescue | EPAC1 ag | FUS yeast rescue | EPAC2 ag | EPAC2 antag | aSyn yeast inh
4 | C[C@H](CO)N1C[C@H](C)[C@@H](CN(C)CC2CCCCC2)Oc2c(NS(=O)(=O)c3cccs3)cccc2C1=O | -1.7% | -19.0% | 23.6% | 2.4% | 12.0% | -13.1% | 15.5% | -13.6%
25 | COc1cccc(/C=c2\sc3nc(-c4cccs4)nn3c2=O)c1OC | 12.6% | i | 17.9% | 2.9% | . | 0.7% | -1.1% | 1.3%
41 | Cc1cccc(C(=O)c2c(N)sc3c2CCCC3)c1 | 1.3% | -1.6% | 8.3% | 11.3% | . | 12.0% | ? | 1.4%

Some of the compounds tested. The share of hits here may be higher or lower than overall.
